Bioassay records deposited in PubChem BioAssay by National Center for Advancing Translational Sciences (NCATS).
Luciferase inh: inhibitors of firefly (Photinus pyralis) luciferase; purified P. pyralis luciferase, luminescence, biochemical; Potency, µM (doses to about 115 µM), inactives show top-dose activity change, negative = inhibition, actives largely listed as inhibitors; hit rate 2.5% among 76,000; further: potency means the concentration at half of the fitted maximal effect; nearly all actives have a fitted effect of over 65% in size
Target sequence (P08659 whole entry, looked up): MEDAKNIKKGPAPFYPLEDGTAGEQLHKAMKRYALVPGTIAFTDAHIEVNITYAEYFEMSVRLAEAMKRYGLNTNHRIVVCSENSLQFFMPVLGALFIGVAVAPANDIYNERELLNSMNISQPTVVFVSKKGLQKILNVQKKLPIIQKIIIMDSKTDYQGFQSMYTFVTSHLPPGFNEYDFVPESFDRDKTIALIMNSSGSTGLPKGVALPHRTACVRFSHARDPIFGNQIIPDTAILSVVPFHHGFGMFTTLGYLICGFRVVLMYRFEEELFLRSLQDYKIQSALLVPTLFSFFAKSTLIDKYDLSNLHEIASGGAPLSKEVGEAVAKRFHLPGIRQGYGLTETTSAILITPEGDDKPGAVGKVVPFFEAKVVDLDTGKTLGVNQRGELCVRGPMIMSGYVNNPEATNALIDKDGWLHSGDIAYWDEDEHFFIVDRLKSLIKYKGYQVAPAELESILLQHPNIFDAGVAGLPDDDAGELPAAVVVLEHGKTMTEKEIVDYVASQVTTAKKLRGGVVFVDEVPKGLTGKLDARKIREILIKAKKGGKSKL
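Luminescence read by CCD imaging after purified firefly luciferase (10nM final) was added to substrate buffer holding 10uM D-luciferin and 10uM ATP, pH 7.5, pre-dosed with compound.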
SNCA expr inhib: reduces expression of the alpha-synuclein gene; HEK-293 SNCA-luciferase knock-in, luminescence, 24 h; Potency, µM (series often up to 57.2 µM), without a hit: at the top dose activity change, negative = inhibition, most hits filed as inhibitors; hit rate 0.17% among 140,000; AID 1671194;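 further: potency means the concentration at half of the fitted maximal effect; plate controls were DMSO cells for no effect and cell-free wells for full effect; nearly all actives have a fitted effect of over 45% in size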
NIH3T3 tox: kills NIH 3T3 cells; NIH 3T3 viability, CellTiter-Glo ATP luminescence, 48-72 h; Potency, µM (doses to about 96.7 µM), without a hit: top-dose activity change, negative = cytotoxicity, most hits filed as inhibitors; hit rate 4.3% among 94,000; further: potency means the concentration at half of the fitted maximal effect; nearly all actives have a fitted effect of over 55% in size
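Luminescent ATP readout (CellTiter-Glo, 10 min RT) after 48 or 72 hr compound exposure of NIH 3T3 cells seeded at 400 cells/well in 1536-well format; quantitative HTS.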
GPT2 inhibitor: inhibitors of human GPT2 alanine aminotransferase; Q8TD30; Recombinant GPT2, coupled pyruvate oxidase/HRP Amplex Red fluorescence; Potency, µM (series often up to 57.7 µM), for inactives: at the top dose activity change, negative = inhibition, usual class: inhibitors; hit rate 0.25% among 100,000; further: potency means the concentration at half of the fitted maximal effect; nearly all actives have a fitted effect of over 60% in size; many of its hits are not listed in these tables
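Inhibition is scored from Amplex Red fluorescence generated when pyruvate oxidase and HRP act on pyruvate released by GPT2. Reactions contain 10ng/uL enzyme, 250uM a-KG and 2mM L-alanine and run 30 min at room temperature.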
IP6K1 inh: inhibitors of human IP6K1; Q92551; IP6K1 kinase, ADP-Glo luminescence, 2 h; stronger effect = lower value; AID 1645851; hit rate 0.81% among 140,000; activity change, % (series mostly up to about 58 µM); in the data active means activity change below about -25%
Target sequence (Q92551 whole entry, looked up): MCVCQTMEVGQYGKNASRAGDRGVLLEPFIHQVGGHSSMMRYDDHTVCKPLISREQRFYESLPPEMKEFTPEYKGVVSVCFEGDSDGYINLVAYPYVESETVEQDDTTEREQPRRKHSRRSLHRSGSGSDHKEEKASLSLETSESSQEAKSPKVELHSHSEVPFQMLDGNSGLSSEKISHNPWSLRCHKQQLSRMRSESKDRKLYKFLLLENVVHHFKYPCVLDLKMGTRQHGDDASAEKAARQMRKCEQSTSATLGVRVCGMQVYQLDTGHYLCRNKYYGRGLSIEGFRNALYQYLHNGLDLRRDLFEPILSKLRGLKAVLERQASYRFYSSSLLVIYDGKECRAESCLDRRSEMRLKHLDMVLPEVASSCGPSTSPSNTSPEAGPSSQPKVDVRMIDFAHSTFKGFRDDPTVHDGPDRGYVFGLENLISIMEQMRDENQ
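ADP-Glo luminescence measures ADP made by human IP6K1 during a 2 h RT reaction with ATP/IP6 (mix at 1.3 mM/130 uM); top library doses 57.5 and 19.1 uM final.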
HEK cytotox: cytotoxic compounds in HEK 293 cells; HEK 293 viability, ATP luminescence (CellTiter-Glo), 48-72 h; hit rate 6.6% among 94,000; Potency, µM (highest dose often 115 µM), inactives show top-dose activity change, negative = cytotoxicity, hits mostly inhibitors; AID 1345083; further: potency means the concentration at half of the fitted maximal effect; nearly all actives have a fitted effect of over 60% in size
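qHTS cytotoxicity; HEK 293, 250 cells/well; compound pinned; 48 or 72 hr, 37 degree Celsius, 5% CO2, 95% humidity; CellTiter-Glo, 10 min RT; luminescence (ATP).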
HEK293 viab: reduces viability of HEK-293 SNCA reporter cells; HEK-293-SNCA-luc viability, GF-AFC fluorescence, 24 h; Potency, µM (top dose mostly 57.1 µM), for the others: at the top dose activity change, negative = cytotoxicity, most hits filed as cytotoxic; hit rate 0.12% among 150,000; AID 1671193;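 further: potency means the concentration at half of the fitted maximal effect; 0% = DMSO-treated cells and -100% = medium-only wells without cells; nearly all actives have a fitted effect of over 30% in size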
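Cytotoxicity counterscreen: after 24 h compound treatment of genome-edited SNCA-luciferase HEK-293 cells, live-cell protease substrate GF-AFC read by fluorescence after 30 min; activity scaled between DMSO (0%) and medium-only (-100%), curves Hill-fitted.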
Numbers without * were called inactive; i = inactive; ? = inconclusive; / = not tested or not shown; & = joins results of further samples; [ ] = remark or other dose. Unless noted, the call rests on the fitted dose curve; in most records, active means well fitted curve in the direction sought with a large enough effect; inconclusive means small, poorly fitted or top-dose-only effect, or another doubt; inactive means no such curve, though single readings can be large; an effect the other way counts as inactive or inconclusive. Unless noted, on the % scale 0 is the no-effect control and ±100 the full control effect.

SMILES | Luciferase inh | SNCA expr inhib | NIH3T3 tox | GPT2 inhibitor | IP6K1 inh | HEK cytotox | HEK293 viab
CN(C)C(=O)c1ccc(-c2ncc3c(n2)OCCN(Cc2ccccc2)C3=O)cc1 | 0%[172 µM] | 24%[87.6 µM] | -21%[138 µM] | ? | -1 | ? | -4%[87.6 µM]
Cc1cc2c(cc1S(=O)(=O)NCc1ccccc1Cl)OCCN2C | / | ? | / | / | 31 | / | -18%
COc1ccc(NC(=O)Cn2cc(C(=O)C3CCCCC3)c3ccccc32)cc1 | / | -15% | / | / | -17 | / | ?
COc1ccc(NC(=O)C2CCCN(c3ncnc4c3nc3n4CCCCC3)C2)c(OC)c1 (stereo not drawn) | / | ? | / | / | 44 | / | 3%
C=CCN(C)C(=O)C[C@@H]1c2nc(NC(=O)COC)sc2C[C@@H]2[C@](C)(CO)[C@H](O)CC[C@]21C | -2% | 6% | -6% | -3% | -13 | 4% | 2%
Cn1c(SCC(=O)Nc2nc3ccccc3s2)ncc(C(=O)Nc2ccccc2)c1=O | / | 59%[activator] | / | / | -16 | / | -3%
Cc1c(CN2C[C@@H](CO)[C@H](NC(=O)c3ccccc3)C2)cnn1C | -8% | ? | -1% | i | -2 | -3% | -4%
O=C(Cc1c(F)cccc1Cl)NCC(=O)N1CCN(c2ccccn2)CC1 | -3% | 9% | -3% | i | 6 | -20% | 11%
CCCN1C(=O)CCc2cc(NC(=O)NCCCOCC)ccc21 | 4% | 36% | -22% | 2% | -7 | ? | 12%
CCOc1ccc(NC(=O)Cn2cc(C(=O)c3ccc(OC)cc3)c(=O)c3cc4c(cc32)OCO4)cc1 | / | -2% | / | / | 10 | / | 9%
Cc1c2cnn(CC(=O)NCCc3ccccc3)c(=O)c2c(C)n1Cc1ccccc1 | / | 14% | / | / | 17 | / | 4%
O=C([C@@H]1C[C@H](F)CN1C(=O)c1cccc(C(F)(F)F)c1)N1CCOCC1 | 2% | 1% | -9% | -4% | -1 | -2% | 1%
O=C(c1cccc2[nH]ccc12)N1CCC(c2noc(C3CC3)n2)C1 (stereo not drawn) | -7% | 5% | i | i | 5 | ? | -1%
CCn1cc(Cl)c(C(=O)N2CCc3c(nc4cc(-c5ccccc5)[nH]n4c3=O)C2)n1 | ? | -1% | -8% | 0% | 26 | 5% | 14%
O=C(NCC1CCCCC1)[C@@H]1CCCN1c1ccnc2ccnn12 | / | / | -40%[138 µM] | / | -3 | ? | /
CCN(Cc1nccn1C)C(=O)c1cc(-c2cnc(N)nc2)nc2c(C)cccc12 | 1% | 3% | 2% | i | 8 | -9% | 4%
CCN(CC)C(=O)N1C[C@@H](Oc2cccnc2)C[C@@H]1C(=O)NC | 5% | -4% | i | i | 6 | ? | -5%
CCc1nc(-c2ccc(C)c(S(=O)(=O)N3CCN(c4ccc(C(C)=O)cc4)CC3)c2)no1 | / | -6% | / | / | 5 | / | 3%
COc1ccc(-c2noc(CC3CCN(C(=O)c4ccc(OC)nc4)CC3)n2)cc1 | 7% | -23% | ? | 3% | 13 | ? | -19%
O=C(C1CCCC1)N1CCC(Cc2noc(C3CCOCC3)n2)C1 (stereo not drawn) | / | -9% | -18% | 5% | -4 | -22% | -11%

Eleven entries from above, reformatted:
smiles	Luciferase inh	SNCA expr inhib	NIH3T3 tox	GPT2 inhibitor	IP6K1 inh	HEK cytotox	HEK293 viab
O=C(Cc1c(F)cccc1Cl)NCC(=O)N1CCN(c2ccccn2)CC1	-3%	9%	-3%	i	6	-20%	11%
CCCN1C(=O)CCc2cc(NC(=O)NCCCOCC)ccc21	4%	36%	-22%	2%	-7	?	12%
CCOc1ccc(NC(=O)Cn2cc(C(=O)c3ccc(OC)cc3)c(=O)c3cc4c(cc32)OCO4)cc1	/	-2%	/	/	10	/	9%
Cc1c2cnn(CC(=O)NCCc3ccccc3)c(=O)c2c(C)n1Cc1ccccc1	/	14%	/	/	17	/	4%
O=C([C@@H]1C[C@H](F)CN1C(=O)c1cccc(C(F)(F)F)c1)N1CCOCC1	2%	1%	-9%	-4%	-1	-2%	1%
O=C(c1cccc2[nH]ccc12)N1CCC(c2noc(C3CC3)n2)C1 (stereo not drawn)	-7%	5%	i	i	5	?	-1%
CCn1cc(Cl)c(C(=O)N2CCc3c(nc4cc(-c5ccccc5)[nH]n4c3=O)C2)n1	?	-1%	-8%	0%	26	5%	14%
O=C(NCC1CCCCC1)[C@@H]1CCCN1c1ccnc2ccnn12	/	/	-40%[138 µM]	/	-3	?	/
CCN(Cc1nccn1C)C(=O)c1cc(-c2cnc(N)nc2)nc2c(C)cccc12	1%	3%	2%	i	8	-9%	4%
CCN(CC)C(=O)N1C[C@@H](Oc2cccnc2)C[C@@H]1C(=O)NC	5%	-4%	i	i	6	?	-5%
CCc1nc(-c2ccc(C)c(S(=O)(=O)N3CCN(c4ccc(C(C)=O)cc4)CC3)c2)no1	/	-6%	/	/	5	/	3%

New compounds follow:
SMILES | Luciferase inh | SNCA expr inhib | NIH3T3 tox | GPT2 inhibitor | IP6K1 inh | HEK cytotox | HEK293 viab
COc1ccc(NC(=O)c2cc3c(-c4ccccc4F)nn(C)c3s2)c(OC)c1 | / | 7% | / | / | -17 | / | -7%
COCCN(Cc1ccco1)C(=O)Cn1ncc2c([nH]c3ccccc32)c1=O | / | 9% | / | / | -12 | / | -4%
CCc1cccc(NC(=O)N2C[C@@H](F)C[C@H]2C(=O)N2CCc3ccccc3C2)c1 | 2% | 10% | -16% | -10% | 0 | ? | -20%
CN(Cc1ccccc1)C(=O)c1cc(-c2ccc(C(F)(F)F)cc2)nc2c1cnn2C | / | / | ? | / | -12 | ? | /
COc1cccc(NC(=O)c2sc3nc(C)c(C(=O)Nc4ccc(C)cc4C)c(-c4ccco4)c3c2N)c1 | / | 8% | / | / | 36 | / | 24%
Clc1ccc(CNc2cc(-c3ccccc3)nc3nncn23)cc1 | / | 1% | / | / | -11 | / | -17%
O=C(c1cc(F)ccc1F)N1CCC(Cc2nc(-c3ccccc3)no2)CC1 | -26% | 32%[activator] | ? | i | -16 | ? | 4%
Cc1noc(-c2ccn3c(CNC(=O)c4cccc(F)c4)nnc3c2)n1 | 0% | ? | i | i | 14 | -3% | 0%
Cn1ncc2c(C(=O)NCC(=O)OC(C)(C)C)cc(-c3ccccc3C(F)(F)F)nc21 | / | / | ? | / | 8 | 45µM* | /
COc1cccc(CNC(=O)CSC2=Nc3ccccc3C3=NC(C(C)C)C(=O)N23)c1 (stereo not drawn) | / | 6% | / | / | 0 | / | -10%
CCCOC(=O)C(C)n1nnc2sc(-c3ccccc3)cc2c1=O (stereo not drawn) | / | 31%[activator] | / | / | 21 | / | 12%
COCCc1noc(-c2ccc(N(C)Cc3ccnc(C)c3)nc2)n1 | 0% | ? | -28% | -10% | 0 | ? | 1%
COc1ccc(CN2CCC(N3Cc4cnc(C)n4C3=O)CC2)cc1 | 6%&-5%[172 µM] | 23%&-25%[87.6 µM] | -18%&-29%[138 µM] | -3%[88.5 µM] | 1&11 | ? | -2%&1%[87.6 µM]
O=C1[C@@H]2C[C@@H](CN2C(=O)c2ccc(C(F)(F)F)cc2)Oc2ccccc2N1Cc1ccccn1 | -8% | -1% | ? | i | 14 | -20% | 2%
Cc1ccc(C(=O)N2CCC3(CC2)C(=O)NCN3Cc2ccc(Cl)cc2)cc1 | -1% | 5% | -5% | i | -1 | i | -1%
CC(C)C(=O)N1CCCC(c2nc(-c3ccccc3)no2)CCNC(=O)CC1 (stereo not drawn) | -4% | -2% | -2% | i | 14 | 3% | 1%
COc1ccc(CCNC(=O)c2ccc3nnc(C(C)(C)C)n3c2)cc1 | / | -2% | -22% | 2% | 5 | -3% | -10%
CCOc1ccc2nc(N3CCCC(C(=O)NCCc4ccc(Cl)cc4)C3)sc2c1 (stereo not drawn) | / | 140%[activator] | / | / | -5 | / | 3%
O=C(NC1CC(=O)N(Cc2cccc(F)c2)C1)c1ccccc1-n1cccn1 (stereo not drawn) | 4% | -6% | -3% | 4% | -1 | -2% | -3%
COc1ccccc1-c1cccc(CN2CCC(N[S+](=O)([O-])c3cccc(C(F)(F)F)c3)CC2)c1 | / | / | 13µM* | / | 16 | ? | /
Cc1cc(C)cc(OCC(=O)N(Cc2ccc(Cl)cc2)CC2CCCO2)c1 (stereo not drawn) | / | -9% | / | / | -14 | / | -11%
COC1C(=O)N(CC2CC2)C12CCN(C(=O)c1cnccn1)CC2 (stereo not drawn) | 3% | 42%[activator] | 5% | i | 6 | -5% | 3%
COc1cccc(CC(=O)N2CCC(c3nc(CCOc4ccc(F)cc4)no3)C2)c1 (stereo not drawn) | 7% | -17% | ? | -10% | 29 | ? | 4%[12.5 µM]
COc1ccc(N2CCN(S(=O)(=O)CCNC(=O)Cc3ccc(-c4ccccc4)cc3)CC2)cc1 | / | 30% | / | / | -27* | / | 23%
CCc1ccc(-n2nc(CO)c(C(=O)NCc3ccccn3)n2)cc1 | / | 41%[activator] | / | / | 26 | / | -16%
O=C1NC2(CN(Cc3ccccc3)C2)Oc2ccccc21 | -2%[172 µM] | -17%[87.6 µM] | -28%[138 µM] | 2%[88.5 µM] | 11 | ? | 0%[87.6 µM]
COc1ccc(C(CC(=O)NCCc2ccc(OC)c(OC)c2)c2c[nH]c3ccccc23)c(OC)c1 (stereo not drawn) | -6% | -13% | ? | i | 14 | ? | -2%
O=S(=O)(CCNc1cc(C2CC(O)C2)ncn1)c1ccc(F)cc1 (stereo not drawn) | -4% | ? | 5% | -9% | -2 | i | 5%
CCOC(=O)c1ccc(NC(=O)CN2C(=O)CC(c3ccc(C)c(C)c3)=Nc3ccccc32)cc1 | / | 251%[activator] | / | / | 8 | / | -13%
CCC(Nc1ccc(-c2nc(-c3ccco3)no2)cc1[N+](=O)[O-])c1ccccc1 (stereo not drawn) | / | 42%[activator] | / | / | -12 | / | 27%
COCCOCc1nc(C2CCN(C(=O)c3n[nH]c4c3CCCCCC4)CC2)no1 | 1% | 18% | -28% | -12% | 16 | -19% | -4%
COCc1nc2ccccc2n1CCOc1cccc(C)c1 | / | 0% | / | / | -3 | / | 15%
CC1CCN(C(=O)c2ccccc2OCC2CCCN(Cc3ccncc3F)C2)CC1 (stereo not drawn) | 7% | 6% | -19% | i | -5 | ? | -20%
Clc1cc(NCc2ccccn2)n2nccc2n1 | -17%[172 µM] | -27%[87.6 µM] | ? | i | 3 | ? | ?
CC(=O)c1cccc(NS(=O)(=O)c2cccc(S(=O)(=O)c3ccc(Br)cc3)c2)c1 | / | -16% | / | / | -19 | / | 4%

Not all compounds are listed, so the mix of outcomes need not match the whole.
